Source: PubChem
WRN inhibitor = qHTS for Inhibitors of WRN Helicase | Potency, µM (doses to about 114 µM), for the others: at the top dose activity change, negative = inhibition, hits mostly inhibitors | WRN helicase unwinding, fluorescent forked duplex, kinetic | Bifunctional 3'-5' exonuclease/ATP-dependent helicase WRN (Homo sapiens), Q14191 | 360,000 tested, 0.46% active; also: potency is read from the fitted curve at half-maximal effect; % is scaled to controls: 0 for no effect and ±100 for the full control effect; nearly all actives have a fitted effect of over 55% in size
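Fluorescence dequenching readout, ex 525 nm/em 598 nm, kinetic mode: forked duplex DNA (100 nM final) with adjacent fluorophore and quencher unwound by WRN (20 nM final) with 2 mM ATP. Compound preincubation 15 min, room temperature.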
EPAC1 ag = qHTS for Agonist of cAMP-regulated guanine nucleotide exchange factor 3 (EPAC1): primary screen; Rap guanine nucleotide exchange factor 3 (Homo sapiens), O95398; EPAC1 agonist qHTS, biochemical assay; response scale: 100% = response to 6.5 mM cAMP; Potency, µM (highest dose often 154 µM), for inactives: at the highest dose activation, hits mostly activators; 360,000 tested, 0.073% active; AID 720707, 2013; also: potency is read from the fitted curve at half-maximal effect; nearly all actives have a fitted effect of over 60% in size
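Nucleotide exchange assay: 100 nM EPAC1 with 250 nM Rap1B loaded with BODIPY-GDP and 50 uM GDP, room temperature. Fluorescence (480/540 nm) read every 5 min for 30 min; signal change normalized to 6.5 mM cAMP as full agonist.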
Abeta rescue = qHTS for compounds that reverse cellular toxicity of Amyloid beta (A-beta) peptide in yeast: Primary Screen | 410,000 tested, 0.063% active | yeast expressing A-beta42, growth rescue, OD600, 48 h; response scale: 0% DMSO, 100% iron-clioquinol control | Potency, µM (doses to about 46.1 µM), for the others: top-dose growth rescue, usual class: activators; also: potency is read from the fitted curve at half-maximal effect; nearly all actives have a fitted effect of over 55% in size
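Growth rescue measured by 600 nm absorbance after 48 h yeast culture at 30 C with compound. Values normalized between DMSO and an equimolar ferric chloride plus clioquinol control.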
PLK1 PBD block = qHTS for Inhibitors of PLK1-PDB (polo-like kinase 1 - polo-box domain): Primary Screen. Serine/threonine-protein kinase PLK1 (Homo sapiens), P53350. Plk1 PBD binding of FITC phosphopeptide, fluorescence polarization. Potency, µM, inactives show max response, negative = inhibition, hits mostly inhibitors. 360,000 tested, 2.8% active; also: potency is read from the fitted curve at half-maximal effect; series mostly up to about 57 µM; % is scaled to controls: 0 for no effect and ±100 for the full control effect; nearly all actives have a fitted effect of over 65% in size
Target sequence (P53350 whole entry, looked up, the tested form may be a part): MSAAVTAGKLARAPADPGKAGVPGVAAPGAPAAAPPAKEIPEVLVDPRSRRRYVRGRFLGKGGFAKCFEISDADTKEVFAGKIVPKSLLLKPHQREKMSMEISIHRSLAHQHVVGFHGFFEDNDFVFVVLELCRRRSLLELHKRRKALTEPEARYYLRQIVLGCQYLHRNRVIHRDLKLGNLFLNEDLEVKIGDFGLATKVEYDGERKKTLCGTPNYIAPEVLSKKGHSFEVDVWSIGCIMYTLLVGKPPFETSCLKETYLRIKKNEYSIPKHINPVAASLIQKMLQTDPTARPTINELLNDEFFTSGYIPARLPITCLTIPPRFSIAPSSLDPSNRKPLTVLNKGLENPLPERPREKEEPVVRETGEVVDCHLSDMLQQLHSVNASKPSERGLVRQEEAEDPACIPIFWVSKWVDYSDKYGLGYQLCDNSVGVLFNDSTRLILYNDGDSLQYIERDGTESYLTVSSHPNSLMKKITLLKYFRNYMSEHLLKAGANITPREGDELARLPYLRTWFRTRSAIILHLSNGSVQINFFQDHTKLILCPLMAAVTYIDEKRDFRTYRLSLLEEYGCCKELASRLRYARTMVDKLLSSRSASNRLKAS
EPAC1 antag = qHTS for Antagonist of cAMP-regulated guanine nucleotide exchange factor 3 (EPAC1): primary screen; EPAC1 GEF assay, Rap1b-BODIPY-GDP exchange fluorescence; Potency, µM (highest dose often 115 µM), without a hit: at the highest dose activity change, negative = inhibition, hits mostly inhibitors; 360,000 tested, 0.14% active;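 also: potency is read from the fitted curve at half-maximal effect; plate controls were vehicle for no effect and positive control for full effect; nearly all actives have a fitted effect of over 50% in size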
PI5P4K alpha inh = qHTS for Inhibitors of phosphatidylinositol 5-phosphate 4-kinase (PI5P4K); max response, %; PI5P4Kalpha enzyme, ADP-Glo luminescence, 60 min; active compounds read low; 330,000 tested, 1.2% active; AID 652105, 2013; active = max response of -50% or lower; inconclusive = between -30% and -50%; inactive = -30% or higher; also: value at the top dose of about 77 µM; % is scaled to controls: 0 for no effect and ±100 for the full control effect
Target sequence (P48426 whole entry, looked up): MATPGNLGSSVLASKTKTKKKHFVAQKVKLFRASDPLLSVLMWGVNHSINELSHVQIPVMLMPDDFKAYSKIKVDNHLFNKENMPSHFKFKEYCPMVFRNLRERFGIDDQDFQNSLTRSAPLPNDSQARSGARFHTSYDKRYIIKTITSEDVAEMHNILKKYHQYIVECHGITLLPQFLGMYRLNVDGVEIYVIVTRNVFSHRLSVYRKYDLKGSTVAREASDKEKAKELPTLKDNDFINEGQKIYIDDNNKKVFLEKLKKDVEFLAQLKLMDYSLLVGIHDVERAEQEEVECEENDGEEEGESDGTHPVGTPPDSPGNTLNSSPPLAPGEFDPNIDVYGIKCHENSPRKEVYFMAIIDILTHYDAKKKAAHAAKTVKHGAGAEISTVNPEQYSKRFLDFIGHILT
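Compounds were pin-transferred onto PI5P4Kalpha and substrate in HEPES pH 7.4 buffer with EGTA, CHAPS and 5% DMSO. ATP (5 microM final) started the reaction, which ran 60 minutes at room temperature before ADP-Glo detection.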
aSyn rescue = qHTS of alpha-syn Inhibitors | Yeast expressing alpha-synuclein, growth rescue, BacTiter-Glo, 24 h | Potency, µM (top dose mostly 46.1 µM), for inactives: at the top dose growth rescue (activation), usual class: activators | 370,000 tested, 0.14% active; also: potency is read from the fitted curve at half-maximal effect; % of control where 0% means no effect; nearly all actives have a fitted effect of over 65% in size
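Galactose-induced alpha-syn yeast (OD600=0.02, raffinose-pregrown) + pinned cpd, 24 hr, 30 deg C; growth by BacTiter-Glo luminescence. Growth restoration scores as activation.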
IL2 activator = qHTS of IL-2 Activators | IL-2 activation reporter assay, cell-based qHTS; stimulated with anti-CD3/CD4/CD28 beads; in transgenic mouse T cells | activation, % (series mostly up to about 46 µM) | 360,000 tested, 0.065% active; in the data active = activation above about 50%; inconclusive = mostly about 30% to 49%; also: 0% is about no effect
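Quantitative HTS in unstimulated transgenic mouse T cells, with memory T cells as non-tolerant control and PMA/ionomycin as tolerance-bypass control. Compound pretreatment lasted 60 minutes before 18 h bead stimulation; EGFP/DsRed fluorescence read.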
FUS suppressor = qHTS for Suppressors of FUS Proteinopathy: Primary screen using FUS-linked yeast assay; S. cerevisiae FUS-expressing, growth rescue, OD600, 24 h; Potency, µM (series often up to 76.6 µM), without a hit: at the highest dose growth rescue (activation), hits mostly activators; 390,000 tested, 0.24% active; AID 1347120, 2019;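 also: potency is read from the fitted curve at half-maximal effect; plate controls were DMSO vehicle for no effect and reference control for full effect; nearly all actives have a fitted effect of over 55% in size; some results filed as inactive show a strong effect at the top dose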
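Cultures pregrown in 2.5% raffinose medium are shifted to minimal medium containing 2% galactose to express toxic FUS. Compounds are tested at several concentrations. After 24hr at 30C, growth is quantified at 600 nm absorbance.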
* hit, by the source's call; u = inconclusive; x = no result given; & = joins results of further samples; [ ] = dose if it differs, or a comment. Unless noted, calls follow the shape of the dose curve; as a rule, active = well fitted curve in the direction sought with a large enough effect; inconclusive = small, poorly fitted or top-dose-only effect, or another doubt; inactive = no such curve, though single readings can be large; an effect the other way counts as inactive or inconclusive.

SMILES	WRN inhibitor	EPAC1 ag	Abeta rescue	PLK1 PBD block	EPAC1 antag	PI5P4K alpha inh	aSyn rescue	IL2 activator	FUS suppressor
Cc1ccccc1C(=O)Nc1cccc(N)c1	-4%	4%	12%	-1%	12%	-1	1%	-0.1	17%
CC(C)c1ccc(/C=N/NC(=O)C(=O)NCCCN2CCOCC2)cc1	-3%	-11%	-3%	-14%	-13%	1	-3%	-1.0	-6%
COc1ccc(/C(C)=N/OCC(=O)N=Nc2c(O)[nH]c3ccc(Br)cc23)cc1	-2%	-1%	4%	-4%	-15%	-7	5%	1.7	x
COc1cc(/C=C2/C(=O)ON=C2C)cc(Cl)c1O	-13%	-4%	u	15%	-6%	-59*	-10%	-0.3	10%
CC12CCC(CC1O)C2C(=O)O (configuration not stated)	-1%	3%	4%	0%	0%	2	-1%	-1.0	-11%
C=CCN1c2ccccc2[C@]23C[C@@H](C(=O)OC)N(C(=O)NC4CCCC4)C2=NC(C(=O)OC)=C(C(=O)OC)[C@H]13	-4%	-1%	1%	2%	2%	-1	-2%	-0.1	18%
O=C(NNC(=O)c1cccnc1)Nc1ccc(Cl)c(Cl)c1	1%	5%	2%	-6%	-3%	-7	0%	0.6	15%
Cc1cc2c3c(c1C)C1(C(=O)N3C(C)(C)CC2C)C(C#N)=C(N)Oc2n[nH]c(C)c21 (configuration not stated)	1%	-1%	4%	-1%	4%	x	-5%	3.1	28%
CCOc1cc(/C=C/C(=O)NCCc2ccc(S(N)(=O)=O)cc2)ccc1OCC(C)C	-2%	-16%	6%	-5%	-15%	2	2%	0.7	-12%
Cc1nnsc1S(=O)c1ccc(Br)cc1 (configuration not stated)	2%	3%	-29%	-12%	1%	5	u	-0.6	-19%
CCOC(=O)C(=Cc1ccccc1OC)C(=O)OCC	-13%	-4%	-20%	-12%	-7%	-3	11%	-1.9	-1%
CCn1cc(C(=O)O)c(=O)c2cnc(N3CCN(C(=S)NC(=O)c4ccc(F)c(F)c4)CC3)nc21	-4%	6%	5%	-3%	-13%	2	-8%	0.8	1%
O=C1CC(c2ccccc2)Sc2nc(-c3ccccc3)c(-c3ccccc3)n21 (configuration not stated)	-11%	-15%	0%	-7%	3%	2	8%	-0.5	28%
COc1cc(NC(=O)c2ccccc2)c(OC)cc1NC(=O)CN1CCCCC1	-8%	6%	-6%	-11%	-12%	0	u	-3.3	16%
O=C(CCCN1CCC(C(=O)c2ccc(F)cc2)CC1)c1ccc(F)cc1	1%	6%	8%	-2%	6%	0	5%	0.1	-6%
CCOC(=O)c1cc(S(=O)(=O)NCc2ccc3c(c2)OCO3)cn1C	-3%	-3%	11%	0%	0%	2	18%	1.9	9%
CCOC(=O)c1ccccc1NC(=S)N1CCC(C(N)=O)CC1	-3%	17%	1%	-14%	-7%	4	4%	-0.2	0%
CC1CCCN(S(=O)(=O)c2cccc(C(=O)OCC(=O)N(C)Cc3c(F)cccc3Cl)c2)C1 (configuration not stated)	-10%	-5%	4%	-3%	-17%	1	2%	0.6	x
COc1ccc(C(CNC(=O)CNC(=O)c2cc(OC)c(OC)c(OC)c2)N2CCOCC2)cc1 (configuration not stated)	-1%	-5%	5%	-1%	3%	6	-2%	-0.9	-11%
COc1cccc(NC(=O)CSc2nc(=O)n(CCN(C)C)c3c2CCCC3)c1	-3%	12%	3%	-11%	2%	0	0%	1.8	0%
Cc1cccc(S(=O)(=O)NC(=O)C2(C)CCN2C(=O)c2c(C)noc2C)c1 (configuration not stated)	5%	9%	23%	-3%	3%	0	-1%	0.3	-19%
CC1CCC(NC(=O)CN(C)CC(=O)Nc2ccc(F)cc2)CC1 (configuration not stated)	7%	-1%	-3%	2%	-5%	1	-4%	-3.2	x
COc1ccc(OCC(=O)Nc2ccc3c(c2)nc(CCN2CCC(C)CC2)n3C)cc1	3%[57.1 µM]	3%	9%	-2%	19%	-5	0%	-2.4	8%
Cc1ccc(NC(=O)c2ncn(CCCNCc3ccccn3)n2)cc1C	-6%	-4%	-7%	-24%	-5%	0	-2%	-0.5	-8%
O=S(=O)(NC1CCCCCC1)c1cccc(Cl)c1	-1%	-7%	-6%	-27%	-8%	-4	u	-0.6	1%
(next part)
SMILES	WRN inhibitor	EPAC1 ag	Abeta rescue	PLK1 PBD block	EPAC1 antag	PI5P4K alpha inh	aSyn rescue	IL2 activator	FUS suppressor
Cc1sc2ncn(CC(=O)OC(C)C(=O)NC(C)(C)C)c(=O)c2c1C (configuration not stated)	3%	-8%	11%	-1%	8%	1	3%	0.3	8%
CCCN(CCC)C(=O)CC(c1ccccc1)c1ccco1 (configuration not stated)	-16%	-15%	11%	-12%	-26%	-1	13%	-0.5	7%
O=C(N/C(=C/c1cccnc1)C(=O)N1CCOCC1)c1ccccc1Br	3%	13%	-20%	-27%	-12%	4	-5%	-0.9	-2%
COc1ccc(C(=O)N/C(=C\c2ccco2)C(=O)OCc2ccco2)cc1	5%[11.6 µM]	-4%	-2%	-8%	-9%	0	4%	-4.3	19%
COCc1cc(C)nc(N2CCN(Cc3ccccc3)CC2)c1C#N	-1%	8%	10%	1%	0%	2	-5%	-0.4	-23%
N#Cc1ccc(-c2ccc(OCC(=O)NN=Cc3ccncc3)cc2)cc1	-10%	7%	7%	-2%	-3%	13	-2%	-3.7	x
C/C(=C\c1ccc(C(=O)O)cc1)c1ccc2c(c1)C(C)(C)CCC2(C)C	1%	-4%	-16%	27µM*	-6%	32	3%&1%	0.0	-24%
CC(C)CN1CCN(Cc2cccc3cccnc23)CC1CCO (configuration not stated)	-2%	-1%	-5%	-9%	11%	6	-6%	-2.4	-4%
CCSc1nc2ccccc2c(=O)n1OCC(=O)OC	1%	-3%	4%	0%	2%	1	13%	-3.4	-6%
COc1cccc(CN(C)C(=O)c2cc(COc3ccc4ncccc4c3)on2)c1	-25%	-4%	6%	-1%	-11%	2	6%	2.1	10%
O=C(CSc1ncnc2c1cnn2-c1ccccc1)Nc1ccccc1	4%	9%	-7%	-6%	7%	x	-2%	-1.7	2%
CC(C)(C)c1ccc(C(=O)C2CCCN(C(=O)C3CCOCC3)C2)cc1 (configuration not stated)	2%[57.1 µM]	-10%	10%	-5%	-3%	-1	-1%	0.8	8%
CCCC1=NN(C(=O)Cc2ccc(OC)cc2)C(O)(C(F)(F)F)C1 (configuration not stated)	9%	-6%	4%	-15%	5%	1	14%	-2.7	x
CCCCS(=O)(=O)/C=C\C1C2C=CC(C2)C1S(=O)(=O)CCCC (configuration not stated)	9%	1%	3%	-8%	-4%	3	-2%	0.0	11%
COc1cc2c(cc1OC)/C(=C/c1ccc(Cl)cc1)C(=O)OC2	-13%	17%	-16%	-7%	-25%	4	13%	-0.8	10%
COc1cccc(NC(=S)NCc2cccs2)c1	-6%	-6%	-7%	-17%	16%	9	-8%	-2.1	23%
Cc1ccc(S(=O)(=O)C(C#N)c2nc3ccccc3nc2N2CC(C)OC(C)C2)cc1C (configuration not stated)	-22%	14%	u	38µM*	0%	x	9%	0.2	u
Cc1ccc(C(=O)N2CCN(c3ncccn3)CC2)cc1NC1=NC2CS(=O)(=O)CC2S1 (configuration not stated)	2%	11%	0%	-8%	-9%	0	-5%	-0.7	-9%
COc1ccc(C(=O)NC(=S)Nc2ccc([N+](=O)[O-])cc2C)cc1OC	-5%	-1%	11%	-8%	4%	x	1%	-0.8	28%
CN(CCCNC(=O)COc1cc(=O)n(C)c2ccccc12)Cc1ccccc1	-1%	-1%	14%	2%	5%	0	x	-2.0	-9%
CCCCn1c(N)c(N(CC(C)C)C(=O)C2CCN(C(=O)c3ccc(F)cc3)CC2)c(=O)[nH]c1=O	0%	11%	-2%	-1%	-16%	9	0%	-1.2	10%
CCOC(=O)c1c(NC(=O)CCCC(=O)O)sc2c1CCC2	-3%	6%	-11%	-10%	3%	-2	-40%[inhibitor]	-0.9	3%
CCOc1ccc(OCC)c(-c2c(=O)n(OCc3ccccc3C(=O)OC)c3ccccc3[n+]2[O-])c1	-3%	8%	7%	-7%	-1%	x	0%	-3.1	31%
CCn1c(SCc2ccc(Cl)cc2)nc2nc3c(cc2c1=O)CCCC3	-16%[57.1 µM]	13%	12%	1%	19%	4	14%	-0.3	24%
CCOC(=O)c1c(N)nn(C(=O)C(C)(C)C)c1-c1ccccc1	-11%	5%	-20%	0%	-2%	5	1%	0.1	-1%
Cc1cc(C(=O)Nc2ccc3ccccc3c2)oc1C	-9%	9%	-33%[inhibitor]	-9%	-19%	3	-11%	-0.3	16%

Profiles as entered above. Order of values: WRN inhibitor	EPAC1 ag	Abeta rescue	PLK1 PBD block	EPAC1 antag	PI5P4K alpha inh	aSyn rescue	IL2 activator	FUS suppressor
`CCn1c(SCc2ccc(Cl)cc2)nc2nc3c(cc2c1=O)CCCC3` is entered as -16%[57.1 µM]	13%	12%	1%	19%	4	14%	-0.3	24%
`CCCC1=NN(C(=O)Cc2ccc(OC)cc2)C(O)(C(F)(F)F)C1` (configuration not stated) is entered as 9%	-6%	4%	-15%	5%	1	14%	-2.7	x
`Cc1cc(C(=O)Nc2ccc3ccccc3c2)oc1C` is entered as -9%	9%	-33%[inhibitor]	-9%	-19%	3	-11%	-0.3	16%
`CCOC(=O)c1c(NC(=O)CCCC(=O)O)sc2c1CCC2` is entered as -3%	6%	-11%	-10%	3%	-2	-40%[inhibitor]	-0.9	3%
